Anesthetic bind = binds horse apoferritin like a general anesthetic | P02791 | apoferritin/1-aminoanthracene competitive binding, fluorescence | 350,000 tested, 0.074% active | Potency, µM (top dose mostly 77.5 µM), for inactives: top-dose activity change, negative = displacement, hits mostly inhibitors | AID 485281; further: potency means the concentration at half of the fitted maximal effect; on the % scale 0 is the no-effect control and ±100 the full control effect; nearly all actives have a fitted effect of over 20% in size
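Probe: 1-aminoanthracene (50% saturated, PBS). Protein: horse-spleen apoferritin, 10 uM. Incubation: 10 min, room temperature. Detection: 380 nm excitation, 535 nm emission. Analysis: normalized response, four-parameter Hill.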
D1 antag = blocks dopamine activation of the human D1 receptor | 360,000 tested, 3.2% active | P21728 | HEK293 TREx D1 cells, calcium flux, dopamine EC80; stronger effect = lower value | activity change, negative = inhibition, % at 10 µM; in the data active means activity change below about -30%; further: on the % scale 0 is the no-effect control and ±100 the full control effect
Target sequence (P21728 whole entry, looked up): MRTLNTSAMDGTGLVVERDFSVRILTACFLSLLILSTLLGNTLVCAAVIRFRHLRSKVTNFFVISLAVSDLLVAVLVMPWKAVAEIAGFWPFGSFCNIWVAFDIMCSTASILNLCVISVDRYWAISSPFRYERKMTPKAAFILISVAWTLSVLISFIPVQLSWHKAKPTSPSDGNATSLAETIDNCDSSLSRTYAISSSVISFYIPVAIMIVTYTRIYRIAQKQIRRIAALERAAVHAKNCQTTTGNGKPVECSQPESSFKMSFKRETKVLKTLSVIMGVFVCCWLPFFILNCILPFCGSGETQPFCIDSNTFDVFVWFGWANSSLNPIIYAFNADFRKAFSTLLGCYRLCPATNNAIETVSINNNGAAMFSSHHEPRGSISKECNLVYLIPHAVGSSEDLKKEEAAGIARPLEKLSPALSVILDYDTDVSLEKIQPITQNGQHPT
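Calcium flux readout: force-coupled, inducible Hek293 Trex D1 line, cells induced overnight at 30 C with tetracycline, dye-loaded 30–90 min at RT. Antagonism scored against EC80 dopamine challenge given 180 s after compound.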
RXFP1 agonist = activates the human relaxin receptor RXFP1; Q9HBX9; HEK293T-RXFP1 cAMP TR-FRET, 30 min; response scale: percent of porcine relaxin response, buffer zero; Potency, µM (highest dose often 57.5 µM), for the others: top-dose activation, hits mostly activators; 370,000 tested, 0.3% active; further: potency means the concentration at half of the fitted maximal effect; on the % scale 0 is the no-effect control and ±100 the full control effect; nearly all actives have a fitted effect of over 60% in size; many of its hits are not listed in these tables
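cAMP rise read by TR-FRET after 30 min, 37C compound exposure (up to 58 uM) in RXFP1-transfected HEK293 cells with Ro 20174 present. EC50 from Hill-equation fits, with 29 nM porcine relaxin as 100% and buffer as basal.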
TRHR PAM = TRH receptor (human) allosteric enhancement. P34981. TRHR cells, fluo-8 calcium fluorescence, EC20 TRH enhancement. AID 493056. 360,000 tested, 0.66% active. enhancement, % at 2 µM; in the data active means enhancement above about 30%; further: 0% is about no effect
Target sequence (P34981 whole entry, looked up): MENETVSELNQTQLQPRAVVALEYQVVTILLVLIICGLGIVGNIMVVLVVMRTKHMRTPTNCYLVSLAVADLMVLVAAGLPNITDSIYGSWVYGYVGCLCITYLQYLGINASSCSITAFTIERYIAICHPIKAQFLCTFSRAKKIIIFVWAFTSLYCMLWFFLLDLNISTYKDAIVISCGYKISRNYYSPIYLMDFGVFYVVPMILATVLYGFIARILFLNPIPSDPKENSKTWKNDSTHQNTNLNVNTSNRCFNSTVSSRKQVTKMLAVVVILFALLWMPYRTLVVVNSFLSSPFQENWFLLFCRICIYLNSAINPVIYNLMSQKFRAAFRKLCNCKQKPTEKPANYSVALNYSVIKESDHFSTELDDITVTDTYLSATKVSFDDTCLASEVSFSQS
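Enhancer read-out: after compound pinning and an initial kinetic agonist-mode read, an EC20 of TRH (10 nM final) was injected and fluo-8 calcium signal (Ex 480/Em 530) followed at 1 s/cycle for 100 cycles in TRHR-expressing cells.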
TRHR ag = agonists of human TRH receptor; TRHR cells, calcium flux fluo-8, FDSS agonist mode; 360,000 tested, 0.18% active; P34981; activation, % at 2 µM; AID 493084; in the data active means activation above about 30%; further: 0% is about no effect
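TRHR-expressing cells, plated overnight in medium with 10% serum, were loaded with fluo-8 calcium dye at room temperature. After a 10 s baseline, library compound was pin-added and calcium release was recorded kinetically (ex 480/em 530) as agonist response.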
RXFP1 antagonist = RXFP1 (human) relaxin receptor antagonism; Q9HBX9; HEK293-RXFP1, relaxin-stimulated cAMP HTRF, 30 min; stronger effect = lower value; activity change, negative = inhibition, % at 57.5 µM; 350,000 tested, 0.59% active;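 active means activity change of -60% or lower, but not beyond a set lower limit; inconclusive means change between -60% and -40%, or beyond the set limit; inactive means change above -40%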; further: on the % scale 0 is the no-effect control and ±100 the full control effect
D1 ag = human D1 receptor agonism; activation, % at 2 µM; 360,000 tested, 1% active; HEK293 T-REx D1 cells, calcium flux, agonist mode; AID 504660; in the data active means activation above about 30%; further: 0% is about no effect
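Agonism was scored from calcium flux recorded over 180 s (1 read/s) after pintool compound addition, following a 10-cycle baseline. Cells were inducible force-coupled HEK293 TREx D1, plated overnight at 30 C and loaded with no-wash calcium dye.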
D1 PAM = human D1 dopamine receptor positive modulation | HEK293 TREx D1 cells, calcium flux, dopamine EC20 potentiation | 360,000 tested, 0.036% active | potentiation, % at 10 µM | P21728 | AID 504651; in the data active means potentiation above about 30%; further: 0% is about no effect
D2 potentiator = positive allosteric modulators of human D2 dopamine receptor | potentiation, % at 10 µM | HEK293 T-REx D2, calcium flux, EC20 dopamine potentiation | 340,000 tested, 0.34% active;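 active means potentiation over 3 SD above the plate norm, cut at about 30% in these data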; further: 0% is about no effect
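Using a no-wash calcium dye in inducible, force-coupled HEK293 Trex cells expressing D2, we tracked fluorescence each second for 180 s after compound, then for 180 s after EC20 dopamine to detect augmented signalling.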
Active calls of the source: *; ? = inconclusive; . = not tested or not shown. Unless noted, the call rests on the fitted dose curve; in most records, active means well fitted curve in the direction sought with a large enough effect; inconclusive means small, poorly fitted or top-dose-only effect, or another doubt; inactive means no such curve, though single readings can be large; an effect the other way counts as inactive or inconclusive.

no.	Molecule	Anesthetic bind	D1 antag	RXFP1 agonist	TRHR PAM	TRHR ag
1	O=C(CSc1nc2c(cnn2-c2ccccc2)c(=O)[nH]1)NC1CCS(=O)(=O)C1 (stereo unspecified)	-1%	-22	1.3%	0	0.6
2	O=C(Nc1ccc2nc(-c3ccccc3)[nH]c2c1)c1cccs1	-3%	-12	1.2%	1	-0.3
3	Cc1nnc(SC(C)C(=O)Nc2ccc(Cl)cn2)n1Cc1ccccc1 (stereo unspecified)	-13%	30	1.8%	2	-0.2
4	Cc1ccc(CCNC(=O)CS(=O)Cc2nc(-c3ccccc3C)oc2C)cc1 (stereo unspecified)	1%	-10	-1.0%	-5	-0.1
5	Cc1cc(=O)n(C)c(=O)n1CCCCCCOc1ccc([N+](=O)[O-])cc1	-8%	-25	0.0%	-7	0.5
6	Cn1cc(CN2CCN(c3ccccc3)CC2)c2ccccc21	-9%	-1	0.0%	19	0.4
7	Cc1ccc(-c2ccc(CCC(=O)O)n2-c2cccc(C)c2C)cc1	-4%	6	0.2%	-3	-0.5
8	COC(=O)c1ccc(CSc2nc3ccc(Cl)cc3[nH]2)o1	?	-9	3.4%	-1	-1.0
9	CCOc1ccccc1C(=O)OCC(=O)NCCc1ccc(OC)cc1	.	5	-0.2%	1	0.7
10	CSc1ccc(CCNC(=O)CCc2c(C)nc3ncnn3c2C)cc1	-5%	4	16%	27	-0.5

no.	RXFP1 antagonist	D1 ag	D1 PAM	D2 potentiator
1	-1	4	-4	-4
2	-11	1	0	3
3	5	2	0	-11
4	-13	2	-3	-7
5	.	21	-5	0
6	0	4	-2	-16
7	-14	0	2	1
8	-5	2	-3	-7
9	2	4	.	-5
10	.	0	0	-5

More compounds follow.
no.	Molecule	Anesthetic bind	D1 antag	RXFP1 agonist	TRHR PAM	TRHR ag
11	O=C(NCc1ccccn1)c1cccc(NS(=O)(=O)c2ccccc2)c1	.	-5	-1.1%	3	0.2
12	CCOC(=O)N1CCC(NC(=O)Cn2ncc3ccccc32)CC1	-1%	7	-0.8%	-3	-0.2
13	CN(Cc1ccccc1)Cc1nc2scc(-c3ccccc3)c2c(=O)[nH]1	-7%	-14	-2.0%	-5	-0.2
14	Cc1nc2scc(C)n2c(=O)c1S(=O)(=O)NCc1ccccc1	21%	-30	4.3%	15	1.3
15	Cc1cc(C)cc(N2C(=O)N(CC(=O)c3ccc(Br)cc3)c3ccccc3S2(=O)=O)c1	-12%	0	0.8%	-1	0.7
16	CC(C)N(CCNC(=O)c1ccc(NC2=NC3CS(=O)(=O)CC3S2)cc1)Cc1ccco1 (stereo unspecified)	-7%	-13	2.7%	2	-0.9
17	Cc1cc(C(=O)N2CCCC(C(=O)c3ccc(Oc4ccccc4)cc3)C2)n[nH]1 (stereo unspecified)	-23%	-10	2.1%	-15	2.6
18	O=C(Nc1ccccc1C(=O)OCC(=O)c1c[nH]c2ccccc12)c1ccco1	-7%	-11	-0.1%	-2	1.1
19	COc1cccc(-n2nnc3c(=O)n(Cc4ccc(Cl)cc4)cnc32)c1	1%	29	2.6%	-3	0.1
20	COc1ccc(C2SCC(=O)N2Cc2ccccc2)cc1 (stereo unspecified)	-6%	-1	0.8%	3	-0.3

no.	RXFP1 antagonist	D1 ag	D1 PAM	D2 potentiator
11	-6	0	-10	-5
12	-16	1	-6	-4
13	3	4	4	0
14	6	2	-2	2
15	-8	3	-2	7
16	4	2	-2	12
17	-85*	3	-6	1
18	-20	3	-2	-8
19	-3	2	3	4
20	2	2	-2	-7

3 entries out of the list, ordered by number of heavy atoms, largest number first:
no.	Molecule	Anesthetic bind	D1 antag	RXFP1 agonist	TRHR PAM	TRHR ag
11	O=C(NCc1ccccn1)c1cccc(NS(=O)(=O)c2ccccc2)c1	.	-5	-1.1%	3	0.2
14	Cc1nc2scc(C)n2c(=O)c1S(=O)(=O)NCc1ccccc1	21%	-30	4.3%	15	1.3
20	COc1ccc(C2SCC(=O)N2Cc2ccccc2)cc1 (stereo unspecified)	-6%	-1	0.8%	3	-0.3

no.	RXFP1 antagonist	D1 ag	D1 PAM	D2 potentiator
11	-6	0	-10	-5
14	6	2	-2	2
20	2	2	-2	-7

One compound at a time, from the list above.
Cc1cc(C)cc(N2C(=O)N(CC(=O)c3ccc(Br)cc3)c3ccccc3S2(=O)=O)c1 is entered as Anesthetic bind = -12%; D1 antag = 0; RXFP1 agonist = 0.8%; TRHR PAM = -1; TRHR ag = 0.7; RXFP1 antagonist = -8; D1 ag = 3; D1 PAM = -2; D2 potentiator = 7
O=C(NCc1ccccn1)c1cccc(NS(=O)(=O)c2ccccc2)c1 is entered as Anesthetic bind = .; D1 antag = -5; RXFP1 agonist = -1.1%; TRHR PAM = 3; TRHR ag = 0.2; RXFP1 antagonist = -6; D1 ag = 0; D1 PAM = -10; D2 potentiator = -5

Further compounds
no.	Molecule	Anesthetic bind	D1 antag	RXFP1 agonist	TRHR PAM	TRHR ag
21	COc1ccc(S(=O)(=O)N2CCC(C(=O)NCCC(=O)NCc3ccccc3OC)CC2)cc1	-9%	-29	1.6%	0	0.0
22	Cn1ccnc1Sc1ccc(C(N)=O)cc1[N+](=O)[O-]	-1%	-8	2.1%	3	0.8
23	COc1ccc(/C=C/C(=O)Nc2nc(C)c(C(=O)N(C)C)s2)cc1OC	-11%	-12	-0.1%	4	-0.3
24	COc1ccc(C(=O)Nc2cc(C)nc3ccccc23)cc1OC	-3%	18	3.8%	-2	0.2
25	O=C(Nc1ccccn1)NC1CCS(=O)(=O)C1 (stereo unspecified)	-9%	-34*	-0.5%	-3	0.5
26	OCC(Cc1ccc2c(c1)OCO2)C(CO)Cc1ccc2c(c1)OCO2 (stereo unspecified)	2%	-16	-2.2%	-2	0.3
27	Cc1cnc(NC(=O)CSc2c(Cl)cccc2Cl)s1	-11%	-5	3.0%	-5	-0.9
28	CCOC(=O)c1cnc2ccc(C(=O)OC)cc2c1Nc1ccc(C(=O)O)cc1	-5%	2	6.6%	-1	0.4
29	CCN(CC)CCCNC(=S)N(Cc1cccnc1)Cc1cc2cccc(C)c2[nH]c1=O	-2%	-12	2.4%	0	-0.6
30	C[C@@H]1C[C@@H]2OC(=O)[C@]3(C)[C@H]2[C@@H](OC3(C)O)[C@]2(C)C(=O)CC[C@H]12 (stereo partly specified)	-4%	7	2.5%	-2	0.0

no.	RXFP1 antagonist	D1 ag	D1 PAM	D2 potentiator
21	?	0	3	8
22	-2	-1	-5	2
23	8	3	-3	.
24	1	1	-4	2
25	3	1	-3	-10
26	4	3	-9	2
27	1	2	-2	2
28	2	0	-1	-1
29	-20	0	-2	7
30	.	3	-1	1

(more compounds)
no.	Molecule	Anesthetic bind	D1 antag	RXFP1 agonist	TRHR PAM	TRHR ag
31	Cc1ccc(S(=O)(=O)N2CCOCC2)cc1NC(=O)COC(=O)COc1cccc2c1OC(C)(C)C2	.	7	1.3%	-1	-0.3
32	COc1ccc(OC)c(CNS(=O)(=O)c2c(C(=O)N3CCC(C)CC3)c(C)n(C)c2C)c1	16%	-1	2.6%	-7	-0.3
33	CCOCCCn1c(SCC(=O)Nc2ccc(F)cc2)nc2c(sc3ccccc32)c1=O	-7%	18	?	1	0.3
34	Cc1ccc(N(C(=O)CCC(=O)Nc2cc(C)on2)C(C(=O)NC2CCCC2)c2ccccc2)cc1 (stereo unspecified)	-5%	20	-0.6%	3	-0.7
35	O=C(N/N=C/C(Br)=C/c1ccccc1)NC1CCCCC1	?	.	-0.5%	-4	1.0
36	COC(=O)CS(=O)(=O)c1cccc2cccnc12	-6%	12	-0.2%	4	-1.9
37	Cc1ccc2c(c1)cc(CN(Cc1cccs1)C(=O)c1ccco1)c1nnnn12	-11%	-5	3.6%	-4	-0.1
38	CCC1CCCCN1C(=O)CCc1nnc(Cc2c[nH]c3ccccc23)o1 (stereo unspecified)	-17%	14	0.9%	5	-0.1
39	C=CCn1c(=O)/c(=C/c2ccc(Cl)cc2)s/c1=C(/C#N)c1nnc2n1CCCCC2	-18%	-4	0.1%	-13	-0.1
40	CSc1ncc(S(=O)(=O)c2ccccc2)c(=O)[nH]1	-3%	0	3.3%	2	0.2

no.	RXFP1 antagonist	D1 ag	D1 PAM	D2 potentiator
31	-25	1	2	-5
32	-3	0	0	4
33	4	-1	1	8
34	-2	2	-6	3
35	-26	1	-2	3
36	-3	5	6	4
37	3	3	-3	19
38	-11	7	-2	-7
39	-16	2	-7	6
40	7	4	-3	2

Other entries follow.
no.	Molecule	Anesthetic bind	D1 antag	RXFP1 agonist	TRHR PAM	TRHR ag
41	COc1ccc(C(=O)CSc2nnc(CNc3ccc(C)cc3C)n2Cc2ccco2)cc1	-23%	-2	-0.5%	-11	0.1
42	CCOC(=O)C(=O)Nc1ccc([N+](=O)[O-])cc1OC	1%	2	3.3%	0	0.0
43	Cc1ccc2oc(=O)n(CC(=O)c3ccc(F)cc3)c2c1	-8%	7	-1.0%	-2	-2.4
44	CCOc1ccc(CN(C)C(=O)c2ccc3c(c2)NC(=O)C(C)S3)cc1OC (stereo unspecified)	.	-15	0.6%	-2	-0.5
45	CCCCCCCNC(=O)C1(CC2CC(c3cccc(Br)c3)=NO2)CCN(C(=O)C2(C)CC2)CC1 (stereo unspecified)	.	0	4.1%	-5	0.5

no.	RXFP1 antagonist	D1 ag	D1 PAM	D2 potentiator
41	13	1	1	0
42	-2	0	-3	2
43	5	3	0	3
44	6	7	-9	1
45	.	17	3	-10

Only part of the results is shown; rates above refer to the full screens.
